FLuc act counter: firefly luciferase counter-screen for stimulation assays. P08659. ATPlite luciferase biochemical, luminescence, 10 min; 0 = ATP-free wells, 1 = DMSO control. activation factor at 10 µM. 200,000 tested, under 10 active. AID 1027;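 active = luciferase activation factor, scaled between plate controls, of at least 2 with compound at 10 µM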
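test system = cell-free luciferase reagent | medium = PBS as buffer for the ATP substrate | dosing = test compounds dosed from 2 mM stocks in 100% DMSO | incubation = 10 min at ambient temperature | detection = luminescence measurement of luciferase light output | benchmarks = low control with PBS replacing ATP, high control enzyme plus ATP without compound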
TNAP act hi DEA: increases human TNAP activity under high phosphate acceptor concentration. P05186. purified TNAP, CDP-star luminescence, 1 M DEA, 30 min; stronger effect = higher value; 0 = EDTA background, 1 = DMSO-only activity. activation factor at 20 µM. 200,000 tested, under 10 active. AID 1136;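 active = activation factor at least 2 at 20 µM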
Target sequence (P05186 whole entry, looked up): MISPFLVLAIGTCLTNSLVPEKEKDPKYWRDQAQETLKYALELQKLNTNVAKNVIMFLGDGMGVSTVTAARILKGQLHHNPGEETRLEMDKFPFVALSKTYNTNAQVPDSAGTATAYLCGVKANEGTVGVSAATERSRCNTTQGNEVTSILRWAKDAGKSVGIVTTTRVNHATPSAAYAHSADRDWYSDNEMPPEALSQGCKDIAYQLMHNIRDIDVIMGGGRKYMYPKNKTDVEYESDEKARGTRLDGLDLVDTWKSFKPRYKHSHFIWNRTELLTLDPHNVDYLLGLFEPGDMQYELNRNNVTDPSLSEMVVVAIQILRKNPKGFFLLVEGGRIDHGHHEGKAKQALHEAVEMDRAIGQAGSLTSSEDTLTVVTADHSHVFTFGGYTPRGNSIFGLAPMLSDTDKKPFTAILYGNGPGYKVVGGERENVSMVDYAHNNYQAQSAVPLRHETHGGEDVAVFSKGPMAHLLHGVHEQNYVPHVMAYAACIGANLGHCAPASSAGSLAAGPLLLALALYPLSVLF
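Assay system: human TNAP; Input: enzyme diluted 1/800 final; Reagent: CDP-star luminogenic substrate at 100 µM final; Timing: 30 min, room temperature; Signal: luminescence; Evaluation: TNAP activation factor scaled between EDTA and DMSO control wells.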
APP 5'UTR act: APP 5'UTR luciferase reporter activation; SH-SY5Y APP 5'UTR luciferase reporter, luminescence; zero percent = DMSO vehicle wells; activation, % at 2 µM; 1% of 190,000 active;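 active = activation above a set limit, based on mean plus 3 SD of controls, cut at about 140% in these data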; note: values of inactives mirror those of a sister screen read the other way
PMI act: increases human mannose-6-phosphate isomerase activity; P34949; purified human PMI, coupled resazurin fluorescence, 20 min; stronger effect = higher value; 1 = vehicle control, 0 substrate-free wells; activation factor at 20 µM; 0.005% of 190,000 active; AID 1214;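 active = activation factor of 2 or more at 20 µM, relative to plate controls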
Target sequence (P34949 whole entry, looked up): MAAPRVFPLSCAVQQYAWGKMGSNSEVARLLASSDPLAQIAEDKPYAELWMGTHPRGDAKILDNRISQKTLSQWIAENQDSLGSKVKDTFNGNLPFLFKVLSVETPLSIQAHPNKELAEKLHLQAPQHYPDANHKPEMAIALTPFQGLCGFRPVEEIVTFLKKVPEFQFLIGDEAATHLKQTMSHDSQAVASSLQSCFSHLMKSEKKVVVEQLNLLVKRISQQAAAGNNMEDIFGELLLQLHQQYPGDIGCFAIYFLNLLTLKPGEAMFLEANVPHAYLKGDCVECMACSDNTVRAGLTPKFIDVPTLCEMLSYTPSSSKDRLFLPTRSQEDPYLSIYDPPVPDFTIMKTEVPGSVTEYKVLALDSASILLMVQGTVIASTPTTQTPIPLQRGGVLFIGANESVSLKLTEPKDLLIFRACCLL
FLuc inhib CS: inhibits firefly luciferase, flagging false hits in luciferase inhibition screens; P08659; ATPLite firefly luciferase biochemical luminescence, 10 min; inhibition, % at 10 µM; 1.5% of 200,000 active; AID 1006;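 active = inhibition above about 50% when tested at 10 µM, limit read from the data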
TNAP inh hi DEA: TNAP (human) inhibition, high acceptor; P05186; purified TNAP, CDP-star luminescence, 1 M DEA; inhibition, % at 20 µM; 0.03% of 200,000 active; AID 1135;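 active = over 50% inhibition of tissue-nonspecific alkaline phosphatase at 20 µM in the single-dose screen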;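 note: plate controls were DMSO wells for no effect and EDTA-quenched wells as full inhibition for full effect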
TNAP inh noacc: TNAP (human) inhibition, acceptor-free conditions; P05186; inhibition, % at 20 µM; purified TNAP, CDP-star luminescence, 30 min; 0.26% of 200,000 active; AID 1012;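 active = tissue-nonspecific alkaline phosphatase inhibition above about 50% at 20 µM in the single-dose screen, limit read from the data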;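 note: 0% = DMSO negative control and 100% = EDTA positive control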
bIAP activator: increases bovine intestinal alkaline phosphatase activity; purified bovine IAP, CDP-star luminescence, 30 min; stronger effect = higher value; fold of DMSO-control signal, blank-subtracted; activation factor at 20 µM; 0.17% of 200,000 active; AID 1016;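 active = activation factor of 2 or more at 20 µM, a signal rise over negative controls twice the positive control's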
NF-kB neuron act: raises NF-kB expression in human neuronal cells | NF-kB reporter expression; stronger effect = higher value | fold change at 12.5 µM | 1.6% of 190,000 active | AID 1239; in the data active = fold change above about 3.3
PMI act hi M6P: increases human PMI activity with near-saturating mannose 6-phosphate; activation factor at 20 µM; P34949; 0.34% of 190,000 active; coupled PMI enzyme assay, resazurin fluorescence, 20 min; stronger effect = higher value; 1 = untreated enzyme, 0 = substrate-free blank; AID 1216;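 active = activation factor of 2 or more at 20 µM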
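Test system: human PMI in coupled enzyme assay; Input: PMI at 15 ng/mL final; Medium: HEPES buffer, pH 7.4; Schedule: 20 min incubation at room temperature; Technique: resorufin fluorescence at Ex 544/Em 590 nm; Compound: 20 µM single dose; Probe or stimulus: Near-saturating mannose-6-phosphate, 1.0 mM.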
Active calls of the source: *.

SMILES | FLuc act counter | TNAP act hi DEA | APP 5'UTR act | PMI act | FLuc inhib CS | TNAP inh hi DEA | TNAP inh noacc | bIAP activator | NF-kB neuron act | PMI act hi M6P
CCOC(=O)c1c(NC(=O)CSc2nnc(-c3ccccc3)o2)sc(C(C)=O)c1C | 1 | 1.1 | -7 | 0.9 | 1 | -11 | -8 | 1.2 | 0.86 | 0.9
O=C(CN1CCC(c2nc3ccccc3s2)CC1)NCc1ccccc1 | 1 | 1 | 5 | 1 | -4 | 0 | -2 | 0.9 | 1.2 | 1
Cc1cc2c(c(=O)o1)C(C13C=CC(CC1)C3)C(C#N)=C(N)O2 (stereo not drawn) | 1.1 | 1 | 17 | 0.9 | -5 | 5 | -7 | 1 | 1.2 | 0.9
CC(=O)Nc1ccc2nc(NC(=O)COc3ccccc3)sc2c1 | 1 | 1 | 30 | 1.1 | 4 | -4 | -10 | 0.9 | 1 | 1
Cc1ccc(-c2csc(C3=C(O)CN(NC(=O)c4ccc([N+](=O)[O-])cc4)C3=N)n2)cc1 | 1 | 1 | -4 | 1.4 | -2 | 0 | -8 | 1 | 1.1 | 1.3
CN1CCN(C(=O)C2CC(=O)N(c3ccc(F)c(Cl)c3)C2)CC1 (stereo not drawn) | 1.1 | 1.1 | 5 | 1 | -6 | -10 | -14 | 0.9 | 1.1 | 0.9
O=C(N/N=C/c1cc(Br)c(Br)o1)c1cccnc1 | 0.9 | 1 | 15 | 0.8 | 5 | 5 | -1 | 1.1 | 0.89 | 0.6
CC(=O)Oc1ccc2c(C)cc(=O)[nH]c2c1 | 1.1 | 1.1 | -3 | 0.9 | -7 | -10 | -12 | 1 | 1.2 | 0.9
O=S(=O)(Nc1cccc(CCc2ccccn2)c1)c1ccc2ccccc2c1 | 1 | 1 | 8 | 0.8 | -1 | 1 | -1 | 0.9 | 0.95 | 0.8
CCOC(=O)c1c(C(F)(F)C(F)(F)C(F)(F)C(F)(F)F)n[nH]c1C | 1 | 1 | 6 | 0.8 | 1 | 0 | 7 | 0.9 | 0.93 | 0.9
CCC(CC)C(=O)Nc1cc([N+](=O)[O-])ccc1Cl | 1 | 1 | -9 | 0.9 | -4 | 4 | 9 | 1.8 | 1.4 | 1
CCOC(=O)N1CCN(C(=O)c2cc3c(ccc4ccccc43)oc2=O)CC1 | 1.1 | 1 | -2 | 1 | -7 | -2 | -8 | 0.9 | 1.1 | 1
C=CCn1ccc2c([N+](=O)[O-])cccc2c1=O | 1.1 | 1 | -17 | 1.1 | -7 | -4 | -2 | 1 | 1.1 | 1.1
COc1ccc(S(=O)(=O)N2CCOCC2)cc1NC(=O)COC(=O)c1ccc(C)s1 | 1.1 | 1 | 1 | 1.1 | -5 | -3 | -10 | 1 | 0.98 | 1.1
Cc1ccccc1-n1c(SCc2cccc(F)c2)nc2[nH]ncc2c1=O | 1.1 | 0.9 | 8 | 1 | -6 | 10 | 2 | 1.5 | 1.2 | 1.1
COc1cc(/C=C(/C(=O)c2cccs2)c2nc3ccccc3[nH]2)cc(OC)c1O | 0.2 | 0.5 | 20 | 0.7 | 77* | 48 | 46 | 0.6 | 10* | 0.8
O=C(Nc1ccc(N2CCOCC2)cc1)c1cccc(S(=O)(=O)N2CCC(Cc3ccccc3)CC2)c1 | 1.1 | 1 | -2 | 0.9 | -6 | -2 | -3 | 0.8 | 0.61 | 0.9
O=C(NC1CCc2ccccc21)C12CN(Cc3ccccc3)CC1C(c1cccc([N+](=O)[O-])c1)=NO2 (stereo not drawn) | 1.1 | 1.1 | 9 | 1 | -7 | -8 | 5 | 1 | 1 | 1
CCSc1nnc(NC(=O)C(CC)(C(F)(F)F)C(F)(F)F)s1 | 1 | 1.1 | 3 | 1 | -2 | -5 | -20 | 0.9 | 0.65 | 1.2
O=C(Nc1ccncc1NC(=O)c1cccc([N+](=O)[O-])c1)c1cccc([N+](=O)[O-])c1 | 1 | 1 | -3 | 0.9 | -2 | -3 | 1 | 1.1 | 0.86 | 1
CC(OC(=O)CNC(=O)C12CC3CC(CC(C3)C1)C2)C(=O)Nc1ccc(N2CCOCC2)cc1 (stereo not drawn) | 1 | 1 | 1 | 0.9 | -4 | -5 | -15 | 0.9 | 1.2 | 1
CCCNC(=O)CC1C(=O)N(Cc2ccccc2)C(C)c2nc3ccccc3n21 (stereo not drawn) | 1 | 1 | -7 | 1.1 | -5 | -3 | -2 | 1 | 1.4 | 1
Cc1noc(C)c1COC(=O)c1ccc2c(c1)S(=O)(=O)c1ccccc1C2=O | 1.1 | 1 | -1 | 1.3 | -8 | -4 | -9 | 1 | 1.2 | 1.6
O=C(NNC(=O)C1CCCN(S(=O)(=O)c2ccc3ccccc3c2)C1)C1CC1 (stereo not drawn) | 1.1 | 1 | -13 | 1 | -6 | -1 | -10 | 1.1 | 1.1 | 0.9
CC(=O)Nc1ccc(NS(=O)(=O)c2ccc3[nH]c(=O)[nH]c3c2)cc1 | 1.1 | 1 | -3 | 1.1 | -5 | -4 | 39 | 1.1 | 1.3 | 1
CCOc1ccc(S(=O)(=O)N2CCN(c3ccccc3OC)CC2)c2cccnc12 | 1.1 | 1 | 6 | 0.8 | -6 | -4 | -9 | 0.9 | 0.81 | 0.5
COc1ccc(OCC(=O)NC(=S)N2CCCc3ccccc32)cc1 | 1 | 1 | 19 | 1.3 | 2 | -4 | -8 | 0.9 | 0.44 | 1.6
Cc1cccc(NC(=O)Cn2cccc2)c1 | 1.1 | 1 | 11 | 1.1 | -6 | -2 | 4 | 0.9 | 1.1 | 1
CCCC(=O)c1c[nH]c(C(=O)NCCc2ccccn2)c1 | 1 | 1 | -3 | 1.1 | -4 | 2 | 12 | 1 | 1.4 | 1
CCn1nc(C)c(/C=N/NC(=O)Cn2nccc2C)c1C | 0.9 | 1 | -17 | 1 | 8 | -3 | -9 | 1 | 1.2 | 1

Part of the list above with just bIAP activator.
| smiles | bIAP activator |
| --- | --- |
| CCOc1ccc(S(=O)(=O)N2CCN(c3ccccc3OC)CC2)c2cccnc12 | 0.9 |
| COc1ccc(OCC(=O)NC(=S)N2CCCc3ccccc32)cc1 | 0.9 |

Part of the list above, with values under each structure:
The line under a structure holds: FLuc act counter | TNAP act hi DEA | APP 5'UTR act | PMI act | FLuc inhib CS | TNAP inh hi DEA | TNAP inh noacc | bIAP activator | NF-kB neuron act | PMI act hi M6P
- CCOc1ccc(S(=O)(=O)N2CCN(c3ccccc3OC)CC2)c2cccnc12
  1.1 | 1 | 6 | 0.8 | -6 | -4 | -9 | 0.9 | 0.81 | 0.5
- COc1ccc(OCC(=O)NC(=S)N2CCCc3ccccc32)cc1
  1 | 1 | 19 | 1.3 | 2 | -4 | -8 | 0.9 | 0.44 | 1.6
- Cc1cccc(NC(=O)Cn2cccc2)c1
  1.1 | 1 | 11 | 1.1 | -6 | -2 | 4 | 0.9 | 1.1 | 1
- CCCC(=O)c1c[nH]c(C(=O)NCCc2ccccn2)c1
  1 | 1 | -3 | 1.1 | -4 | 2 | 12 | 1 | 1.4 | 1

(continued)
SMILES | FLuc act counter | TNAP act hi DEA | APP 5'UTR act | PMI act | FLuc inhib CS | TNAP inh hi DEA | TNAP inh noacc | bIAP activator | NF-kB neuron act | PMI act hi M6P
O=C(c1cn(-c2ccccc2)nc1-c1ccccc1)n1nnc2ccccc21 | 1.1 | 1 | 19 | 0.9 | -7 | -4 | -6 | 0.8 | 1.2 | 0.9
CC1(C)Cc2ccccc2-c2nnc(SCC(=O)N3CCN(c4ccccc4)CC3)n21 | 1 | 1 | 4 | 0.9 | -3 | -2 | -7 | 1.1 | 0.66 | 0.9
COc1ccccc1NC(=S)N(CCc1nc2cc(C)c(C)cc2[nH]1)Cc1cccnc1 | 1.1 | 1 | 1 | 1 | -6 | -1 | -13 | 1.3 | 0.93 | 1.1
CCOCCCn1c(=S)[nH]c2cc(C(=O)N3CCC(C(N)=O)(N4CCCCC4)CC3)ccc2c1=O | 1.1 | 1 | 16 | 1.1 | -7 | -2 | -9 | 0.9 | 0.96 | 1.1
CCOc1cc(/C=C2\N=C(SCC)SC2=O)cc([N+](=O)[O-])c1OC(C)=O | 1 | 0.8 | -1 | 0.6 | -5 | 16 | 14 | 0.7 | 1.1 | 0.5
CCS(=O)(=O)Nc1ccc(C2=NN(S(C)(=O)=O)C(c3cccs3)C2)cc1 (stereo not drawn) | 1.1 | 1 | 4 | 1 | -9 | -3 | -16 | 1 | 1.5 | 1
Cc1cccc(NCc2ccc(O)c3ncccc23)c1 | 1.1 | 1 | 13 | 0.6 | -6 | -2 | -14 | 0.9 | 1.2 | 0.3
Cc1cccc(NC(=S)NC23CN4CN(CN(C4)C2)C3)c1 | 1.1 | 1 | 14 | 1.1 | -6 | 0 | -8 | 1.1 | 1.3 | 1
Cc1cc(C)c(S(=O)(=O)NC(C)C)c(C)c1-n1cnnn1 | 1.1 | 1.1 | 20 | 1 | -6 | -6 | -13 | 0.9 | 1.2 | 1
COc1ccc(/C=C/C2=CC(C)(C)NC(=S)N2)c(OC)c1 | 1 | 1 | 0 | 1.5 | 2 | 4 | 14 | 0.9 | 1.2 | 1.7
O=C(c1cc2nc(-c3cccs3)cc(C(F)(F)Cl)n2n1)N1CCCc2ccccc21 | 1 | 1 | 0 | 0.8 | -2 | 0 | 2 | 0.9 | 0.64 | 0.9
CCn1cnc2c1c(=O)n(CC(=O)Nc1cc(C)on1)c(=O)n2Cc1ccccc1 | 1 | 1.1 | 1 | 1 | 1 | -7 | -10 | 1.1 | 1.1 | 0.9
Cc1ccc(NC(=O)/C(=C\c2cccc(Br)c2)NC(=O)c2ccco2)cc1 | 1.1 | 1.1 | -5 | 0.9 | -9 | -7 | -6 | 0.9 | 1 | 0.9
CCOc1cccc(C(=O)NCc2ccccc2)c1 | 1.1 | 1.1 | 23 | 0.9 | -9 | -6 | -8 | 1 | 1.3 | 1
CCOC(=O)C1CCCN(c2c(Nc3cc(C)cc(C)c3)c(=O)c2=O)C1 (stereo not drawn) | 1.1 | 1.1 | 8 | 1.1 | -6 | -7 | -18 | 0.9 | 0.93 | 1
COc1ccccc1CCN=C(N)NS(=O)(=O)c1ccccc1 | 1 | 1 | 3 | 1 | -4 | -2 | -1 | 0.8 | 1.3 | 1
Cc1cccnc1NC(=S)NC(=O)/C=C/c1ccco1 | 0.8 | 1.1 | 68 | 0.9 | 21 | -8 | -24 | 1 | 2 | 0.9
Cc1c(Cl)cccc1NC(=O)Nc1ccc(C(N)=O)cc1 | 1 | 1 | 12 | 0.9 | -1 | 2 | -2 | 0.9 | 1 | 1
Cn1ncc2c(N3CCN(c4ccc(Cl)c(Cl)c4)CC3)ncnc21 | 1 | 1 | -4 | 1.1 | 2 | -2 | -6 | 1 | 0.91 | 1
CCOC(=O)c1[nH]c(C)c(C(=O)Nc2ccc(C)c(C)c2)c1C | 1 | 1 | 9 | 1 | -2 | -3 | 10 | 1 | 1 | 0.9
O=C(c1ccc(F)cc1)N1CCN(C(=O)c2ccc([N+](=O)[O-])cc2)CC1 | 1 | 1.1 | -19 | 0.9 | -3 | -9 | -12 | 1 | 1.3 | 0.9

High-throughput results (PubChem BioAssay)
